Screening data from PubChem BioAssay.
MsrA inh = bovine MsrA inhibition | purified bovine MsrA, absorbance read-out | inhibition, % at 15.5 µM | 360,000 tested, 0.75% active | AID 651718; in the data active means inhibition above about 4.5%;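 further: 0% = vehicle wells with enzyme and 100% = reference inhibitor wells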
PABP1 MLLE inh = blocks PAM2 peptide binding to the PABP1 MLLE domain. GST-MLLE / FITC-PAM2 fluorescence polarization. inhibition, % at 20 µM. 360,000 tested, 0.36% active; in the data active means inhibition above about 35%, passing the limit was not always enough;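 further: plate controls were DMSO wells with GST-MLLE for no effect and wells lacking GST-MLLE protein for full effect; some results filed as inactive read as strong as hits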
TbMetRS inhib = Trypanosoma brucei MetRS inhibition; purified T. brucei MetRS, ATP depletion, Kinase-Glo luminescence; inhibition, % at 11.9 µM; 360,000 tested, 0.4% active; AID 624268;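 active means inhibition above a per-plate cutoff of the control wells' mean inhibition plus 3 SD, cut at about 5.5% in these data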;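 further: 0% = DMSO wells median and 100% = median of wells with control inhibitor compound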
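Material: parasite MetRS enzyme / Replication: singlicate, one well per compound / Signal: luminescence of leftover ATP / Schedule: 2 h aminoacylation at 25 °C after 15 min preincubation / Medium: HEPES-MgCl2-KCl buffer plus DTT, spermine, BSA, pyrophosphatase / Doses: 11.9 µM single point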
Neddylation inh = cullin neddylation inhibition; P61081+Q13564; calls only at 25 µM; TR-FRET cullin neddylation, biochemical; 360,000 tested, 0.58% active; in the data active means inhibition above about 36%
Rin1 Abl inh = blocks binding of human Rin1 to Abl; 360,000 tested, 0.4% active; AID 588664; TR-FRET Rin1/Abl binding, biochemical; inhibition, % at 7.35 µM; P00519+Q13671; in the data active means inhibition above about 5%, passing the limit was not always enough
Target sequence (P00519 whole entry, looked up): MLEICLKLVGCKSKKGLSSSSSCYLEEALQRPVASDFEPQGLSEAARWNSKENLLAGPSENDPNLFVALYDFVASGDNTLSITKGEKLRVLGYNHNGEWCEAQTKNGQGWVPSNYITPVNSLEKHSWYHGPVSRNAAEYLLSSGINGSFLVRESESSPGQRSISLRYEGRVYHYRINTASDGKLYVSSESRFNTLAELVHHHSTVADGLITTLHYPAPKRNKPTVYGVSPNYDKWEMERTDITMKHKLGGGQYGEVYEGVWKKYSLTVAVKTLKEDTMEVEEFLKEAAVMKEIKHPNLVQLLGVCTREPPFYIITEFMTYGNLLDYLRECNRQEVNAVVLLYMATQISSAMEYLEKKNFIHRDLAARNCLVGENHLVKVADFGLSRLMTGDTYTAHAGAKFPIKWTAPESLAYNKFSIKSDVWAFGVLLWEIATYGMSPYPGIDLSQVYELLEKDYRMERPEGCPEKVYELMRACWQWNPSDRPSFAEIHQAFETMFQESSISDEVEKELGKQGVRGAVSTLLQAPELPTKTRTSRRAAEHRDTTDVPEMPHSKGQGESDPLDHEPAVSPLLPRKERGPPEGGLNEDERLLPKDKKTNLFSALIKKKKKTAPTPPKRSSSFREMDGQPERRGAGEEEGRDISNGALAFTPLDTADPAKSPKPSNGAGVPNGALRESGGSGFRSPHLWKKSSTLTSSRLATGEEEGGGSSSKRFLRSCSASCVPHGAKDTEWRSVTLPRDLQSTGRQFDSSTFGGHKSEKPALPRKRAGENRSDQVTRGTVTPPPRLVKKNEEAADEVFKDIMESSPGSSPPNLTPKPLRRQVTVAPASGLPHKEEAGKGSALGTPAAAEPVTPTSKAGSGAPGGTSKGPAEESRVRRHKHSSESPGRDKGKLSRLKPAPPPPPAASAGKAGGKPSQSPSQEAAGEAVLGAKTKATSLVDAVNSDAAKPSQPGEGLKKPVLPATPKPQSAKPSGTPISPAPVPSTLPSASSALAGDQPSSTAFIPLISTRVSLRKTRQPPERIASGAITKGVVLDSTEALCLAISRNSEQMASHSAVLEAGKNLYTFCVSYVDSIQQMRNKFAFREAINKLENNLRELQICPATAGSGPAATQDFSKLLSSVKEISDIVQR
Target sequence (Q13671 whole entry, looked up): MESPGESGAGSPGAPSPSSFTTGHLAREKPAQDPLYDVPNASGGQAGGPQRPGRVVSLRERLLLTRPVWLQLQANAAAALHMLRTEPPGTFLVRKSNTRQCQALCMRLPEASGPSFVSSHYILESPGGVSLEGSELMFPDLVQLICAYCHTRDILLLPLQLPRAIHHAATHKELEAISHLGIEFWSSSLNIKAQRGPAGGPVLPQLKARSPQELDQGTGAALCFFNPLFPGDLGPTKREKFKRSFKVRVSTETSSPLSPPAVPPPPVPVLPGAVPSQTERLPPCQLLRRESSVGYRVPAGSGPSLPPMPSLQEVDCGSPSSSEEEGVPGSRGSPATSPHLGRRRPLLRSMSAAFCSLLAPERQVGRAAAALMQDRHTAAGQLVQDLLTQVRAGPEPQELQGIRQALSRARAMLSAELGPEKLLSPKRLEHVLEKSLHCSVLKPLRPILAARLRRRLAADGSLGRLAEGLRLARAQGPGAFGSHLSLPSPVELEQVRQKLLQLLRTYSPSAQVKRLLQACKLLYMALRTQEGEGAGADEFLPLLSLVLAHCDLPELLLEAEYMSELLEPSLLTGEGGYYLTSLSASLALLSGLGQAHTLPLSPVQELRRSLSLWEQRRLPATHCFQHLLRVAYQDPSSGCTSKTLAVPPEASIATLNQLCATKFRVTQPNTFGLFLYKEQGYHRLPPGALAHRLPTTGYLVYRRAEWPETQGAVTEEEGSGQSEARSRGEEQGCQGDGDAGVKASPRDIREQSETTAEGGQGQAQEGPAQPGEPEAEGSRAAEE
CSN deneddyl inh = inhibitors of human CSN-mediated cullin deneddylation; Purified CSN, SCF-Nedd8-OG deneddylation, fluorescence polarization; inhibition, % at 12.5 µM; 360,000 tested, 0.38% active; AID 651999;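 active means pattern-corrected inhibition above about 35%, with an unprinted fluorescence ratio check between 0.5 and 1.5, limit read from the data, passing the limit was not always enough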;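 further: 0% = enzyme with substrate and 100% = substrate without enzyme; some results filed as inactive read as strong as hits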
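Detection – fluorescence polarization · System – HEK293T-derived human Csn5 enzyme · Controls – substrate-only high control, full reaction low control · Timing – 90 min, room temperature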
FAS-TE inh = FAS thioesterase (human) inhibition; recombinant FAS-TE, OMFH fluorogenic substrate, fluorescence endpoint; inhibition, % at 15 µM; 360,000 tested, 0.67% active;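 active means compounds whose normalised, plate-corrected inhibition of enzyme fluorescence in the single-dose primary screen is 50% or more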;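 further: 0% = DMSO with enzyme and 100% = substrate without enzyme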
eLon inh = inhibits E. coli Lon protease; P0A9M0; purified E. coli Lon protease, fluorescence polarization; inhibition, % at 7.94 µM; 360,000 tested, 0.42% active; in the data active means inhibition above about 13%, passing the limit was not always enough;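 further: 0% = enzyme with probe and DMSO and 100% = no enzyme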
MsrA act = bovine methionine sulfoxide reductase A activation | purified bovine MsrA, absorbance read-out | activation, % at 10.6 µM | 360,000 tested, 0.3% active | AID 602163; in the data active means activation above about 7.5%;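 further: 0% = vehicle and 100% = reference activator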
Numbers without * were called inactive; i = inactive; · = not tested or not shown.

SMILES	MsrA inh	PABP1 MLLE inh	TbMetRS inhib	Neddylation inh	Rin1 Abl inh	CSN deneddyl inh	FAS-TE inh	eLon inh	MsrA act
CCOc1ccc(OC(=O)NC(c2ccccc2)C(Cl)(Cl)Cl)cc1 (centres undefined)	0.3	-1.6	0.2	i	6.5	3.7	20.0	-11.2	-0.4
CC1CCc2c(nc3ncnn3c2N2CC(C)OC(C)C2)C1 (centres undefined)	0.6	-1.2	0.7	i	-1.6	5.2	-3.1	-8.8	-2.5
COc1ccccc1/C=N/NC(=O)C(=O)N1CCN(c2ccccc2OC)CC1	1.3	-0.2	0.0	i	1.3	-1.9	-9.3	0.4	-1.6
O=c1oc2c(CN3CCCCC3)c(O)ccc2c2c1CCCC2	3.2	-14.8	-1.4	·	-1.8	8.1	-4.6	-7.9	-10.6
COCCCN(CC(=O)Nc1ccc(F)cc1)S(=O)(=O)c1cccs1	-0.5	-6.5	-0.5	i	1.0	3.0	-0.4	-4.3	-11.8
CCOC(=O)c1nnn(CC(=O)Nc2cccc(F)c2)c1C(=O)OCC	-1.3	12.1	-0.1	i	-1.1	6.0	-4.8	-8.3	-3.9
O=C(COC(=O)c1cc([N+](=O)[O-])ccc1N1CCOCC1)Nc1ccc(Cl)cc1	1.5	-4.9	3.0	i	0.3	2.4	81.3*	-8.4	-5.5
O=C(CCC1CCCC1)Nc1ccccc1-c1ccccc1	-0.3	-0.4	-1.3	i	-1.8	-4.8	13.0	-0.8	-6.2
Cc1cccnc1NC(=O)CNC(=O)c1ccccc1	0.4	2.0	-0.2	i	3.4	1.2	-1.3	-8.4	-3.6
O=C(COC(=O)/C=C/c1ccccc1F)Nc1nnc(-c2ccccc2)o1	-0.5	-22.2	0.3	i	1.2	1.8	-5.5	-13.4	-2.5

5 of the entries above in order of the PABP1 MLLE inh value, lowest first.
Molecule | PABP1 MLLE inh
O=C(COC(=O)/C=C/c1ccccc1F)Nc1nnc(-c2ccccc2)o1 | -22.2
COCCCN(CC(=O)Nc1ccc(F)cc1)S(=O)(=O)c1cccs1 | -6.5
CC1CCc2c(nc3ncnn3c2N2CC(C)OC(C)C2)C1 (centres undefined) | -1.2
Cc1cccnc1NC(=O)CNC(=O)c1ccccc1 | 2.0
CCOC(=O)c1nnn(CC(=O)Nc2cccc(F)c2)c1C(=O)OCC | 12.1

(continued)
SMILES	MsrA inh	PABP1 MLLE inh	TbMetRS inhib	Neddylation inh	Rin1 Abl inh	CSN deneddyl inh	FAS-TE inh	eLon inh	MsrA act
CCOC(=O)C1CCN(C(=S)NC(=O)c2cccs2)CC1	0.1	1.4	0.1	i	-0.3	-3.8	-4.1	-4.0	-2.9
CN(C(=O)COc1ccccc1)c1nc(-c2ccc(F)cc2)cs1	0.3	11.5	-0.1	i	6.9	-1.6	-1.4	-0.3	-4.7
Cn1c(=O)c(C(=O)CCl)c(N)n(Cc2ccccc2)c1=O	-0.2	-4.5	-0.3	i	4.1	-0.7	-7.1	-6.7	-0.7
O=C(NCc1ccccn1)C1CCCCC1	-0.9	3.6	-0.5	i	2.5	-10.8	-5.0	-1.7	0.3
Cn1c(Cn2nnc3ccccc32)nnc1SCC(=O)N1c2ccccc2CCc2ccccc21	-0.3	-4.6	-0.5	i	-2.5	5.4	-8.1	3.6	-2.1
CC(CCC(=O)O)C1CCC2C3CCC4CC(O)CCC4(C)C3CC(O)C12C (centres undefined)	-1.2	0.6	0.3	i	-0.1	-3.4	-1.3	-6.2	-0.6
O=C(c1ccc(Br)s1)N1CCN(c2ncccn2)CC1	-1.3	1.0	-0.8	i	-2.7	4.7	-3.7	-13.2	-4.3
CCOC(=O)C1CCN(C(=O)Nc2ccc(Cl)cc2)CC1	0.2	8.6	0.1	i	1.6	-2.2	-4.8	1.4	-2.1
O=C(CN1CCCCCC1)Nc1ccccc1Oc1ccccc1	-0.3	8.0	0.1	i	2.8	2.5	22.0	0.3	-0.5
Nc1nonc1-n1nnc(C(=O)N/N=C/C2CC=CCC2)c1CSc1ccccc1 (centres undefined)	-1.3	-4.2	-0.3	i	1.6	-1.1	9.1	-2.3	-3.3
C=CCn1c(CNC(=O)c2ccco2)nnc1SCC(=O)Nc1cccc(F)c1	1.9	9.9	0.1	i	-0.7	-7.7	-8.2	1.9	-2.5
CN1CCC(N(C)C(=O)CCc2nc3ccccc3n2-c2ccccc2)CC1	0.9	-9.7	-0.3	i	3.1	8.1	-5.5	-0.1	0.6
CCCN1CCC(NC(=O)Nc2cc(Cl)ccc2OC)CC1	-0.1	3.5	-0.2	i	0.2	1.6	-5.7	-2.1	0.7
C=CCNC(=O)c1ccccc1CCc1ccccc1	0.6	-6.4	-0.2	i	4.1	5.8	1.7	1.2	-2.5
Cc1noc(C)c1S(=O)(=O)Nc1ccccc1Oc1ccccc1	-1.5	-8.8	0.0	i	-0.8	0.3	6.5	9.9	1.4
COc1cccc(N(C(=O)CNC(=O)c2ccco2)C(C(=O)NC2CCCC2)c2ccncc2)c1 (centres undefined)	-0.3	9.1	-0.7	i	1.8	-8.0	-9.2	-5.1	-2.5
O=C(COc1ccccc1)Nc1nc2ccccc2[nH]1	0.2	-10.2	1.3	i	-0.3	-1.7	-12.0	-0.4	-1.8
COc1ccc(C2c3sc(=O)[nH]c3SCC2C(N)=O)cc1 (centres undefined)	-1.7	31.9	-0.2	i	-3.0	3.0	-6.7	5.5	-3.4
COc1ccc(Cc2nnc(NS(C)(=O)=O)s2)cc1	·	-10.1	-0.6	i	2.6	3.9	-6.3	-1.3	-0.1
O=C(Nc1ccccc1)N(O)c1ccc(Cl)cc1	-0.1	16.9	0.6	i	-1.1	0.9	-221.7	6.1	0.3

Arranged by length of the SMILES (lowest first): some entries from above.
SMILES	MsrA inh	PABP1 MLLE inh	TbMetRS inhib	Neddylation inh	Rin1 Abl inh	CSN deneddyl inh	FAS-TE inh	eLon inh	MsrA act
C=CCNC(=O)c1ccccc1CCc1ccccc1	0.6	-6.4	-0.2	i	4.1	5.8	1.7	1.2	-2.5
CCCN1CCC(NC(=O)Nc2cc(Cl)ccc2OC)CC1	-0.1	3.5	-0.2	i	0.2	1.6	-5.7	-2.1	0.7
C=CCn1c(CNC(=O)c2ccco2)nnc1SCC(=O)Nc1cccc(F)c1	1.9	9.9	0.1	i	-0.7	-7.7	-8.2	1.9	-2.5

More entries:
SMILES	MsrA inh	PABP1 MLLE inh	TbMetRS inhib	Neddylation inh	Rin1 Abl inh	CSN deneddyl inh	FAS-TE inh	eLon inh	MsrA act
Cc1cc(C)c(C#N)c(SCC(=O)OC2CCCCC2)n1	1.0	0.2	-1.4	i	3.1	3.6	30.5	-3.4	-4.0
C/C(=N/OC(=O)c1ccc(Cl)cc1Cl)c1oc(C)nc1C	-1.2	-2.5	3.6	i	0.0	1.3	10.3	-8.3	-2.0
Cc1cccc2sc(NC(=O)[C@H](C)N3C(=O)C4CC=CCC4C3=O)nc12 (some centres undefined)	0.6	14.4	-0.9	i	-0.1	-1.7	6.6	0.3	-9.2
C/C(CC(=O)NC1CCCCC1)=N\NC(=O)COc1ccc(C)cc1Br	0.3	8.3	-0.4	i	-0.7	-5.2	-2.0	0.9	-4.2
COc1cccc(C(C)NC(=O)C2CCCO2)c1 (centres undefined)	2.0	-0.5	-0.5	i	0.0	-0.5	-4.1	-0.9	-4.6
O=C(COC(=O)c1ccc(NS(=O)(=O)c2cccs2)cc1O)NC1CCCCC1	0.8	3.6	1.1	i	0.7	0.8	-0.6	0.1	-3.5
CCC(C)(C)NC(=O)Cn1c(=O)oc2cc(S(=O)(=O)N3CC(C)CC(C)C3)ccc21 (centres undefined)	-0.9	-7.0	0.0	i	-1.0	0.8	-3.1	-0.5	3.7
COCCNC(=O)CN1c2ccccc2CC1C (centres undefined)	-0.2	-0.2	-0.3	i	-4.4	7.3	-1.1	0.0	1.9
CC(C)C(NC(=O)C1CCCCC1)C(=O)Nc1ccncc1 (centres undefined)	-0.5	9.7	-0.5	i	2.2	-5.6	-6.4	-1.9	-2.5
COc1cc(N/C=C(\C(C)=O)c2ccccc2)cc(OC)c1	·	-11.6	-1.2	i	-0.1	0.8	3.5	9.8	-4.6
COc1ccc([N+](=O)[O-])cc1NC(=O)c1ccccc1SC	1.2	1.6	-0.7	i	-1.9	-4.1	30.3	3.9	-9.4
CC(=O)Nc1ccc(OS(=O)(=O)c2ccc(C)cc2C)cc1	3.6	-7.8	0.3	i	0.7	-5.6	1.0	-6.7	-1.4
COc1ccccc1CNC(=O)CN1C(=O)NC2(CCCCCC2)C1=O	-1.0	-12.1	0.1	i	4.5	-0.9	-10.3	-14.3	-1.6
COc1cc[n+]([O-])cc1[N+](=O)[O-]	-0.3	-10.6	0.0	i	3.0	-3.8	-5.1	-7.6	-3.4
COC(=O)CSc1nc(C(C)C)nc2ccccc12	1.1	30.4	0.2	i	-39.5	2.9	-3.6	-3.8	-2.2
CCOc1ccc(N2C(=O)CC(SCC(=O)O)C2=O)cc1 (centres undefined)	0.6	16.6	-0.8	i	4.3	0.7	-6.9	0.4	-2.9
NC(=O)COC(=O)C1c2ccccc2Oc2ccccc21	-1.2	-1.4	-0.5	i	3.4	4.8	-2.8	8.0	-0.2
Cn1c(CC2C(=O)Nc3ccc(Br)cc32)nc2ccccc2c1=O (centres undefined)	-0.6	18.6	0.3	i	0.5	4.5	10.2	6.6	0.7
Cc1cc(-c2ccc(C)c(S(=O)(=O)NCCCN3CCCCCC3)c2)on1	0.6	-17.1	-0.3	i	-0.9	0.0	-3.5	9.9	-1.3
CCC(=O)Oc1ccc(NC(=O)c2ccc(S(=O)(=O)N3CCCC3)cc2)cc1	0.5	8.2	-0.5	i	-0.1	-4.6	2.6	-4.5	-7.7
COc1ccc(CN2C(=O)C(CC(=O)NCc3cccc4ccccc34)CC(C(=O)N(C)C)=C2C)cc1 (centres undefined)	-0.5	16.8	0.7	i	-4.3	-0.3	-6.1	0.9	-1.6
COC(=O)c1ccc(C)c(NC(=O)CCn2[nH]c(=O)ccc2=O)c1	0.2	-7.7	-0.2	i	-0.4	0.0	-7.3	-41.5	-2.5
Cn1c(=O)c2c(nc(-n3ccnc3)n2Cc2ccccc2)n(C)c1=O	-0.8	-10.4	-0.3	i	14.8*	0.8	0.6	-1.9	-1.7
CCCC(=O)Nc1cc2c3c(c1)CC(=O)N3CCC2	-0.8	-6.6	-0.1	i	-3.0	6.4	-1.7	2.9	-1.4
C[C@@H]1CCC[C@@]2(O[C@@H](CCO)C[C@@H](O)[C@@H]2O)O1	1.1	-1.7	-0.5	i	5.5	6.1	-10.5	6.8	-6.6
Cc1ccc(S(=O)(=O)Nc2ccc(Br)cc2/C=N/n2cnnc2)cc1	0.1	-3.1	-1.1	i	1.1	2.7	7.1	6.0	-8.9
Cc1scc(C(=O)NNC(=S)NCc2ccccc2)c1C	-1.9	-25.1	-0.6	i	0.1	-0.6	-4.3	7.6	-8.3
COc1cccc(/C=C/C(=O)N2CCN(c3ccccn3)CC2)c1	0.4	-13.7	-0.5	i	-1.0	2.2	-0.9	0.5	-6.3
CC1CN(c2sc(S(C)(=O)=O)nc2S(=O)(=O)c2ccc(Cl)cc2)CC(C)O1 (centres undefined)	0.7	-25.0	-0.9	i	-1.6	1.8	1.5	-2.1	-13.1
O=C1C2C3C=CC(C3)C2S(=O)(=O)C2C3C=CC(C3)C12 (centres undefined)	-0.8	-4.1	-0.2	i	-6.0	6.8	-3.8	-6.0	-0.3
Oc1c(Cl)cc(Cl)cc1/C=N/NC(=S)NC1CC2C=CC1C2 (centres undefined)	0.8	2.3	-0.9	·	2.3	9.4	38.4	-39.2	-7.2
CC(=O)Nc1c(C)nn(-c2ccc([N+](=O)[O-])cc2)c1C	-0.4	-2.4	2.5	i	0.3	-3.0	-1.0	-3.1	-1.9
CCOc1ccc(CNC(=O)C2CCC(=O)N2C2CCCC2)cc1OC (centres undefined)	-0.6	-15.9	0.0	i	-4.7	2.7	-8.5	5.3	-2.0
